GCN5L2 inh: blocks human GCN5L2 histone acetyltransferase; Q92830; GCN5L2 HAT assay, ThioGlo1 CoA-SH fluorescence; Potency, µM (titrated, usually from 58.9 µM), for the others: at the highest dose activity change, negative = inhibition, usual class: inhibitors; 390,000 compounds, 0.21% hits; AID 504327
Target sequence (Q92830 whole entry, looked up): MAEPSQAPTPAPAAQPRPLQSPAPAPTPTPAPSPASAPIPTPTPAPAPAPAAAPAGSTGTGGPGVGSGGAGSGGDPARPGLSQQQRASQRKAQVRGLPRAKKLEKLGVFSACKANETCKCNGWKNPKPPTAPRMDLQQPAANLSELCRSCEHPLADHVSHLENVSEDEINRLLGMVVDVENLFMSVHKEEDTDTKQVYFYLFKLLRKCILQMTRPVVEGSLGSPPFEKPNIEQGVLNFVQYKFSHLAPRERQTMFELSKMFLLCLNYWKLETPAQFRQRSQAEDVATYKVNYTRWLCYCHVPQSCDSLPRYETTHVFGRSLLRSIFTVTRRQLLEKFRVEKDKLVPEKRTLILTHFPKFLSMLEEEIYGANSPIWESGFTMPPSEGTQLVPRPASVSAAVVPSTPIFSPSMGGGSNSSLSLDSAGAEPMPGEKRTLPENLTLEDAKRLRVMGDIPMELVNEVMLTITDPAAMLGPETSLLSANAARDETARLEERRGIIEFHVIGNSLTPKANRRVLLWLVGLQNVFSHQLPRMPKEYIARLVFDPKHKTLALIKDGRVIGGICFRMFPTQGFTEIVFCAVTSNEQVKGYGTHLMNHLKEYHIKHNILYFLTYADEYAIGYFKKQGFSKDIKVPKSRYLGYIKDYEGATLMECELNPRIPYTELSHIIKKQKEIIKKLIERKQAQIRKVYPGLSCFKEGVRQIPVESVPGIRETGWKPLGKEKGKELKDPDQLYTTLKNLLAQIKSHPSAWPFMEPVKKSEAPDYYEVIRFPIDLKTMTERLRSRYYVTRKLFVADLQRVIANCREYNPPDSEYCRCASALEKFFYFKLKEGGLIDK
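Free CoA generated was detected with ThioGlo1 (50uM) fluorescence at Ex340nm/Em540nm, read immediately and after 20 min at room temperature. Enzyme, 20 nM in HEPES pH 7.5 buffer, saw compounds 15 min before adding 75uM H3(1-25) peptide and 70uM acetyl-CoA.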
DT40 TDP1 no CPT: qHTS for Inhibitors of human tyrosyl-DNA phosphodiesterase 1 (TDP1): qHTS in cells in absence of CPT; DT40 Tdp1-/- hTDP1 cells, no CPT, ATP luminescence, 48 h; Potency, µM (top dose mostly 46.2 µM), inactives show top-dose activity change, negative = growth inhibition, actives largely listed as inhibitors; 420,000 compounds, 15% hits; also: nearly all actives have a fitted effect of over 55% in size
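Compound effects on proliferation are scored in DT40 Tdp1-/-;hTDP1 cells in the absence of CPT. ATP levels (CellTiter-Glo luminescence) are recorded after a ≥48 hr, 37 °C incubation.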
TDP1 block: blocks human tyrosyl-DNA phosphodiesterase 1; Q9NUW8; Potency, µM (titrated, usually from 130 µM), for inactives: top-dose activity change, negative = inhibition, hits mostly inhibitors; recombinant TDP1, AlphaScreen DNA substrate cleavage; 350,000 compounds, 0.28% hits; also: nearly all actives have a fitted effect of over 40% in size
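Compounds were preincubated with Tdp1 (1 nM final) for 15 min at room temperature before substrate (15 nM final) started a 5 min reaction; beads (10 ug/ml final) were then added for 10 min before AlphaScreen detection.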
An asterisk follows results filed as active; ? = inconclusive; . = not tested or not shown; [ ] = another dose, or the depositor's remark. Calls follow the shape of the dose curve; as a rule, active = well fitted curve in the direction sought with a large enough effect; inconclusive = small, poorly fitted or top-dose-only effect, or another doubt; inactive = no such curve, though single readings can be large; an effect the other way counts as inactive or inconclusive. % is scaled to controls: 0 for no effect and ±100 for the full control effect; potency is read from the fitted curve at half-maximal effect.

SMILES	GCN5L2 inh	DT40 TDP1 no CPT	TDP1 block
CCN(CC)C(=O)[C@H]1CC(CC(=O)NCc2ccc(OC)c(OC)c2)C(=O)N2CCc3c([nH]c4ccccc34)[C@]12C (some centres undefined)	-3%	?	1%
O=C(Nc1cccc(S(=O)(=O)N2CCCCC2)c1)c1cc(=O)[nH]c2ccccc12	-6%	18µM*	6%
Cc1ccccc1C(=O)NCC(=O)OC(C)C(=O)NC(C)CCc1ccccc1 (centres undefined)	2%	?	0%
Cc1c(NC(=O)c2ccccc2)cccc1[N+](=O)[O-]	5%	-9%	4%
COc1ccc(CCC(=O)OCc2csc(CC(=O)Nc3ccccc3C)n2)cc1	-18%	-20%	-2%
O=C(Cn1c(=O)n(Cc2nc(-c3ccccc3)no2)c(=O)c2cc3c(cc21)OCO3)Nc1ccc(Cl)cc1	0%	?	6%
CCN(CC)S(=O)(=O)c1ccc2c(c1)N(CC(=O)N1CCC(C(N)=O)CC1)C(=O)CO2	-2%	3%	3%
CC[N+](C)(CC)CC(O)COCC1COc2ccccc2O1 (centres undefined)	-9%	-11%	3%
Cn1c(SCC(=O)Nc2ccc3cn[nH]c3c2)nnc1-c1cccs1	-4%	?	2%
CN(C)c1cccc(C(=O)NCCCn2ccc3ccccc32)c1	-15%	-88%	12%
COc1ccc(OC(C)C(=O)NC2CC(C)(C)NC(C)(C)C2)cc1 (centres undefined)	-2%	0%	0%
COC(=O)CCN1CCC(c2cc(-c3cccc(C(F)(F)F)c3)n[nH]2)CC1	-27%	-23%	.
COc1ccccc1N1Cc2ccccc2C1	-5%	16µM*	11%
C[C@]12CCC(=O)C=C1CC[C@@H]1[C@@H]2[C@@H](O)C[C@@]2(C)[C@H]1CC[C@]2(O)C(=O)COP(=O)(O)O	-7%	?	.
O=C(NCc1ccccc1Cl)C1CCCN1C(=O)NC1CCCCC1 (centres undefined)	0%	2%	.
Cc1c(Cl)cccc1N=Cc1ccc([N+](=O)[O-])s1	3%	?	2%
CSc1ccc(/C=N/NC(=O)C[n+]2ccccc2)cc1	-11%	5%	.
NC(=O)Nc1ccc(C(=O)OCC(=O)c2c[nH]c3ccccc23)cc1	-4%	-5%	0%
CCN(C(=O)CN1CCOCC1)c1c(N)n(Cc2ccccc2)c(=O)[nH]c1=O	-7%	1%	-3%
CCOC(=O)c1ccc(NC(=O)c2cc(=O)[nH]c3ccccc23)cc1	-6%	-22%	0%
COc1ccc(OC)c(CCNC(=O)Cn2ncc3c([nH]c4ccccc43)c2=O)c1	-14%	-8%	2%
COc1ccccc1NC(=O)CSc1nnc(CC(=O)Nc2cccc(C(F)(F)F)c2)n1C	0%	1%	1%
CC(=O)O[C@@]1(C(C)=O)CCC2C3C=C(C)C4=CC(=O)CCC4(C)C3CCC21C (some centres undefined)	-9%	-15%	9%[56.1 µM]
CN(Cc1nc2ccccc2[nH]1)Cc1nc(CC2CC2)no1	-15%	-12%	3%
COC(=O)c1c(NC(=O)c2ccc(S(=O)(=O)N3CCOCC3)cc2)sc2c1CCN(C(C)C)C2	-6%	?	3%
O=C(CNC(=S)NC(=O)c1cccs1)c1ccccc1	-4%	15µM*	-3%
O=C1CCC([N+](=O)[O-])C(c2cccc(Cl)c2Cl)N1 (centres undefined)	1%	0%	8%
Cc1ccc(CNc2ncnc3c2nnn3C)cc1	-3%	?	3%
COc1cc(F)cc(C2=CC(=O)C[C@H](c3ccc(F)cc3)C2)c1	3%	?	-2%
O=C(NCc1cccnc1)C(=O)NCC(c1ccco1)N1CCOCC1 (centres undefined)	2%	3%	0%
CCC(=O)NCCCCCCCCCNC(=O)CC	-8%	-8%	-1%
Nc1nc(Cl)cc(Sc2ccc3ccccc3c2)n1	-4%	23µM*	-1%
COC(=O)c1noc(-c2ccc(OC)cc2)n1	0%	-3%	1%
CCOc1ccc(S(=O)(=O)Nc2ccc(C(=O)NCC(c3ccc(OC)cc3)N3CCOCC3)cc2)cc1 (centres undefined)	-3%	5%	2%
CCOc1ccccc1NC(=O)Nc1ccccn1	26%	-29%	.
CCOC(=O)CN=C(NS(=O)(=O)c1ccc(Cl)cc1)c1ccccc1	-8%	-23%	0%

Reprinted from the listing for reference:
SMILES	GCN5L2 inh	DT40 TDP1 no CPT	TDP1 block
CC(=O)O[C@@]1(C(C)=O)CCC2C3C=C(C)C4=CC(=O)CCC4(C)C3CCC21C (some centres undefined)	-9%	-15%	9%[56.1 µM]
CN(Cc1nc2ccccc2[nH]1)Cc1nc(CC2CC2)no1	-15%	-12%	3%
COC(=O)c1c(NC(=O)c2ccc(S(=O)(=O)N3CCOCC3)cc2)sc2c1CCN(C(C)C)C2	-6%	?	3%
O=C(CNC(=S)NC(=O)c1cccs1)c1ccccc1	-4%	15µM*	-3%
O=C1CCC([N+](=O)[O-])C(c2cccc(Cl)c2Cl)N1 (centres undefined)	1%	0%	8%
Cc1ccc(CNc2ncnc3c2nnn3C)cc1	-3%	?	3%
COc1cc(F)cc(C2=CC(=O)C[C@H](c3ccc(F)cc3)C2)c1	3%	?	-2%
O=C(NCc1cccnc1)C(=O)NCC(c1ccco1)N1CCOCC1 (centres undefined)	2%	3%	0%
CCC(=O)NCCCCCCCCCNC(=O)CC	-8%	-8%	-1%
Nc1nc(Cl)cc(Sc2ccc3ccccc3c2)n1	-4%	23µM*	-1%
COC(=O)c1noc(-c2ccc(OC)cc2)n1	0%	-3%	1%
CCOc1ccc(S(=O)(=O)Nc2ccc(C(=O)NCC(c3ccc(OC)cc3)N3CCOCC3)cc2)cc1 (centres undefined)	-3%	5%	2%
CCOc1ccccc1NC(=O)Nc1ccccn1	26%	-29%	.
CCOC(=O)CN=C(NS(=O)(=O)c1ccc(Cl)cc1)c1ccccc1	-8%	-23%	0%

Going on with the list:
SMILES	GCN5L2 inh	DT40 TDP1 no CPT	TDP1 block
NC(=O)CC(NC(=O)c1cccc(Br)c1)c1ccc(NCCN2CCOCC2)c([N+](=O)[O-])c1 (centres undefined)	-6%	.	5%
Cc1c(C(=O)NCc2cccs2)oc2ccccc12	-2%	-4%	7%
CCN(Cc1ccncc1)C(=O)c1cccc(S(=O)(=O)N2CCCCC2)c1	-2%	-15%	0%
CC1CCCC(NC(=O)c2ccncc2)C1C (centres undefined)	-2%	1%	2%
Cc1ccc(Cl)cc1NC(=O)COCc1cc(-c2ccco2)on1	-8%	?	-2%
O=C(CNC(=O)c1cn2ccccc2n1)Nc1ccc(F)c(F)c1	0%	-5%	.
O=C(NCc1ccncc1)C(=O)NCC(c1ccccc1)c1ccccc1	-8%	.	4%
Cc1cc(NS(=O)(=O)c2ccc(-c3ccccc3)cc2)no1	-20%[0.501 µM]	-13%	7%
COc1ccc(CCNC(=O)C2CCN(S(=O)(=O)c3ccc(-n4cnnn4)cc3)CC2)cc1OC	0%	-4%	3%
CC(=O)Nc1nnc2n1CCS2	-10%	-2%	1%
CSc1ccc(CCNC(=O)CCc2c(C)nc3c(-c4ccccc4)c(C)nn3c2C)cc1	-5%	21µM*	9%
O=c1[nH][nH]cc1C=NCc1cccc(C(F)(F)F)c1	1%	-10%	4%
COc1ccc(C(=O)NCCn2cc(SCC(=O)NCC3CCCO3)c3ccccc32)cc1 (centres undefined)	-3%	-19%	3%
CCS(=O)(=O)c1ccc(-c2cccc(NC(=O)COc3ccccc3)c2)nn1	1%	?	0%
CC(C)(C)n1nc2c(c1NC(=O)c1ccc(Cl)c([N+](=O)[O-])c1)CS(=O)(=O)C2	-8%	1%	0%
COc1cccc(Nc2nnc(SCC(=O)N3CC(C)OC(C)C3)s2)c1 (centres undefined)	0%	?	5%
COc1ccc(S(=O)(=O)N2CCN(C(=O)COc3ccc4c(C)cc(=O)oc4c3)CC2)cc1	-6%	?	5%
CCOc1ccc2[nH]cc(C(=O)NCCc3ccccc3)c(=O)c2c1	-18%	?	.
Cc1ccc(N(C(=O)c2ccco2)C(C(=O)NC2CCCC2)c2ccco2)c(C)c1 (centres undefined)	-13%	?	2%
CC(Cc1ccccc1)NC(=O)C1CCCNC1=O (centres undefined)	0%	0%	1%
COc1ccc(OCCCCn2c(C3CC(=O)N(c4cccc(Cl)c4)C3)nc3ccccc32)cc1 (centres undefined)	-12%	5.8µM*	5%
COc1ccc(-n2c(N)c(C(=O)NCC3CCCO3)sc2=S)cc1 (centres undefined)	2%	-6%	7%
COc1ccc(C(=O)Nc2cc3c4c(c2)C(C)C(=O)N4CCC3)cc1 (centres undefined)	-11%	-12%	-8%
Cc1sc(-c2ccccn2)nc1OC(=O)c1ccc(Cl)cc1	-4%	-6%	-2%
O=C(NCc1ccccc1F)c1ccncc1	0%	-2%	9%
Cn1cccc1Cc1nnc(SCC(=O)Nc2nc3ccccc3s2)n1CCc1ccccc1	-1%	-12%	7%
CCn1c(=S)[nH]c2c(c1=O)C(C)(C)Cc1ccccc1-2	1%	-24%	-10%
COc1cccc(NC(=O)NNC(=O)COc2ccc3ccccc3c2)c1	-6%	10%	1%[56.1 µM]
CCCCCn1c(=O)[nH]c2cc(C(=O)NCCN3CCC(C)CC3)ccc2c1=O	-4%	?	3%
Cc1nc2cc(C(=O)O)ccc2n1-c1ccc(C(C)C)cc1	0%	-11%	2%
ON=Cc1cccn1-c1ccccc1	-1%	-18%	2%
CCOc1ccc2[nH]c(=O)c(CN(Cc3nnnn3Cc3ccco3)C3CCCCC3)cc2c1	?	12µM*	.
O=[N+]([O-])c1cc(-c2nc(-c3ccccc3)no2)ccc1N1CCCCC1	-6%	?	9%
COc1cccc(CNC(=O)C(C)n2ccc3cc(S(=O)(=O)N4CCCC4)ccc32)c1 (centres undefined)	-5%	-29%	4%
Nn1c(-c2ccc(O)cc2)nnc1-c1ccc(O)cc1	-5%	25%	2%
COCCNC(=S)N1CCN(c2nc(-c3ccc(Cl)cc3)cs2)CC1	-2%	?	.
CN1c2ccsc2C(=O)/C(=C\Nc2cccc(C(F)(F)F)c2)S1(=O)=O	-5%	3%	0%
CC(C)NC(=O)C(c1ccc(F)cc1)N(C(=O)CCC(=O)Nc1ccccn1)c1ccccc1F (centres undefined)	1%	0%	3%
CCn1cc2nc(SCc3cccc(OC)c3)n(Cc3ccc(Cl)cc3)c(=O)c2n1	-1%	13µM*	-2%
O=C(NCc1cccs1)C1CC(c2ccc(Cl)cc2)=NO1 (centres undefined)	0%	12µM*	-6%
Cn1ncc(Br)c1C(=O)NC1C2CC3CC(C2)CC1C3 (centres undefined)	-3%	?	-3%
COc1ccc(NC(=O)CN2CCN(CC(=O)Nc3ccc4c(c3)OCO4)CC2)cc1	-1%	2%	-2%
Cc1ccccc1NC(=O)Cn1nnc(S(=O)(=O)c2ccc(C(C)(C)C)cc2)c1N	-13%	?	-7%
Cc1ccc(S(=O)(=O)Cn2nnnc2C(CC(C)C)N2CCC(C(N)=O)CC2)cc1 (centres undefined)	-6%	-15%	13%
Cc1ccc(-c2cc(=O)c3cc(C)ccc3[nH]2)cc1	?	3.7µM*	1%[234 µM]
CN(Cc1ccccc1)C(=O)c1ccc2c(c1)NC(=O)C(N1CCOCC1)S2 (centres undefined)	0%	?	2%
COCCNC(=O)CSc1nc2sccc2c(=O)n1-c1ccccc1	-9%	-14%	10%
Cc1ccc(C)c(N2CCN(C(=O)C3CCC(CNS(=O)(=O)c4cccs4)CC3)CC2)c1 (centres undefined)	-14%	?	8%
COc1ccc(Cl)cc1NC(=O)CCCN1C(=O)CCC1=O	-6%	-6%	4%
CCC1CCCCN1C(=O)CCc1nnc(Cc2cc(OC)ccc2OC)o1 (centres undefined)	-3%	-5%	.
COc1ccccc1C1/C(=C(/O)c2ccccc2)C(=O)C(=O)N1CC(C)C (centres undefined)	-11%	2%	-3%
Clc1cc(Cl)c(OCc2nc(-c3ccccn3)no2)cc1Cl	3%	-23%	0%
Cc1c(Cl)cccc1NC(=O)C1CCN(c2ncnc3c2nc2n3CCCCC2)CC1	-7%	-6%	2%
CCCCOC(=O)c1ccc(NC(=O)c2cc(-c3ccccc3)on2)cc1	-9%	-21%	2%
Clc1ccc(-c2cn3c(n2)-c2ccccc2C3)cc1Cl	1%	?	6%
COc1ccc(C2=NN(C(=O)CCCC(=O)O)C(c3cccs3)C2)cc1OC (centres undefined)	-2%	-1%	0%
Cc1ccccc1Cn1c(CN2CCC(C(=O)NCCN(C)C)CC2)cc2ccccc21	0%	4.1µM*	9%
O=C(CN(Cc1ccc(Cl)cc1)C(=O)CNS(=O)(=O)c1ccc(F)cc1)NCC1CCCO1 (centres undefined)	-5%	-22%	.
CCCC(=O)N1CCN(c2ccc(NC(=O)c3cccs3)cc2)CC1	-6%	?	3%

Assay outcomes as filed in PubChem BioAssay.

This is a subset. The share of hits here may be higher or lower than overall.
